HIV fusion peptide = cell-free HIV fusion peptide-binding blockers – biochemical, uHTS, fluorescence dequenching, primary screen (AID 1986); cell-free peptide binding, fluorescence dequenching, 30 min; higher % means a stronger effect; one-dose inhibition, % at 20 µM; IC50 in µM for titrated hits; 0.3% of 290,000 active; in the data active = inhibition mostly above about 52%, no sharp cut-off; inactive = mostly below about 76%; note: some results filed as inactive read as strong as hits
AID2073 = inhibitors of Mint1-CaV2.2 protein interaction, biochemical, HTRF (AID 2073); HTRF protein-protein interaction, Mint1-CaV2.2; higher % means a stronger effect; one-dose inhibition, % at 20 µM; IC50 in µM for titrated hits; 0.19% of 290,000 active; in the data active = inhibition mostly above about 51%, no sharp cut-off; note: some results filed as inactive read as strong as hits
K1F lysis inhibition = inhibition of K1F phage lysis, E. coli UTI89, bacterial capsule biogenesis inhibitors, alamar blue (AID 488966); E. coli UTI89 K1F phage lysis, alamar blue, 2 h; higher % means a stronger effect; inhibition, % at 100 µM, or IC50 in µM where a hit was titrated; 0.02% of 340,000 active;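 active = phage lysis inhibition, versus mean bacterial control, above a set limit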;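 note: capsule biogenesis inhibitors block K1F phage lysis so surviving cells raise fluorescence; higher fluorescence means more inhibition of phage lysis; actives were called in the ten point dose series up to 300 µM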
GPR55 beta-arrestin = GPR55 agonists via beta-arrestin recruitment, primary screen, imaging, U2OS cells, beta-arrestin-GFP redistribution (AID 1961). U2OS GPR55 beta-arrestin-GFP redistribution imaging; higher % means a stronger effect. 0.048% of 290,000 active. activation, % at 10 µM; hits with a dose series show EC50 in µM;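 active = activation above 40% with more than 50 cells counted in the well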;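 note: U2OS osteosarcoma cells stably expressing GPR55 and beta-arrestin-GFP; plate controls were DMSO negative control for no effect and LPI positive control for full effect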
NS5 inhibitors = flavivirus cap methylation enzyme inhibition – biochemical, confirmation dose response, primary screen (AID 588689); Dengue-2 NS5 methyltransferase capping enzyme assay, biochemical; higher % means a stronger effect; inhibition, % at 25 µM, or IC50 in µM where a hit was titrated; 0.3% of 340,000 active; in the data active = a potency from the dose series
GPR35 antagonists = GPR35 antagonists blocking zaprinast-driven arrestin recruitment, primary screen, imaging, U2OS, beta-arrestin-GFP, zaprinast agonist (AID 2058); one-dose inhibition, % at 10 µM; IC50 in µM for titrated hits; U2OS GPR35 beta-arrestin-GFP translocation imaging, zaprinast antagonism; higher % means a stronger effect; 0.052% of 290,000 active;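 active = inhibition of at least 50% with at least 30 cells and total cytoplasm GFP at most 10,000,000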
Siah-1 displacement = blockers of Siah-1 interaction with plectin peptide – biochemical, fluorescence polarization, rhodamine-plectin, uHTS, primary screen (AID 1817); Siah-1 / rhodamine-plectin peptide fluorescence polarization; higher % means a stronger effect; one-dose displacement, % at 20 µM; IC50 in µM for titrated hits; 0.02% of 290,000 active;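 active = displacement of at least 50% at 20 µM, with a fluorescence ratio check between 0.3 and a set limit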;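 note: plate controls were Siah plus tracer with DMSO for no effect and tracer alone without Siah for full effect; strong numbers were not always called active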
GPR55 LPI antagonism = inhibition of LPI-stimulated GPR55 beta-arrestin translocation – imaging, U2OS, beta-arrestin-GFP, LPI agonist, primary screen (AID 2013); 0.13% of 290,000 active; U2OS GPR55 beta-arrestin-GFP translocation imaging, LPI antagonism; higher % means a stronger effect; one-dose inhibition, % at 10 µM; IC50 in µM for titrated hits;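 active = spots per cell inhibited over 60%, with over 100 cells counted and total cytoplasm intensity under 500,000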;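 note: U2OS cells stably carrying GPR55 and arrestin-GFP stimulated by 5 µM LPI near EC80; imaged beta-arrestin-GFP aggregate spots per cell after agonist stimulation; plate controls were LPI-stimulated DMSO wells for no effect and DMSO wells without LPI for full effect; some results filed as inactive read as strong as hits; confirmed hits need IC50 under 10 µM and bright autofluorescent wells are also inconclusive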
NTR1 agonist = NTR1-driven beta-arrestin-GFP spot formation – imaging, U2OS cells, high content, primary screen (AID 493036); P30989; agonist mode; activation, % at 20 µM; 0.17% of 330,000 active;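 active = activation at or above 40% of the spot to cytoplasm intensity ratio, with at least 20 cells analyzed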;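 note: 0% = DMSO without peptide and 100% = 100 nM NTR1 peptide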
Target sequence (P30989 whole entry, looked up): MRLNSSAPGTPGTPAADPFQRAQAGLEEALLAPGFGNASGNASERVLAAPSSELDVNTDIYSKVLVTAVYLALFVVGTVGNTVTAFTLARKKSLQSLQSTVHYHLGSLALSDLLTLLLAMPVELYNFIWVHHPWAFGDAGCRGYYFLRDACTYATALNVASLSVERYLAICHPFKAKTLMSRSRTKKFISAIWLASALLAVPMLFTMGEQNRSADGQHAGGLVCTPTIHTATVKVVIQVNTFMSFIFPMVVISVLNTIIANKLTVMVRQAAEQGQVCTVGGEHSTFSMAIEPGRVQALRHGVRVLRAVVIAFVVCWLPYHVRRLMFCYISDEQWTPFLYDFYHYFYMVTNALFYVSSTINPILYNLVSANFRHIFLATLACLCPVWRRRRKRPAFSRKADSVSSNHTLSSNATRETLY
NTR1 agonist cell count 20 µM = second read-out of NTR1 agonist, no call of its own (marks repeat the call); cell count; measured here: cell count, cytotoxicity flag
NS5 inhibitors pilot replicate = also measured in NS5 inhibitors; calls as there; inhibition, %; measured here: pilot screen replicate inhibition
Numbers without * were called inactive; . = not tested or not shown.

SMILES	HIV fusion peptide	AID2073	K1F lysis inhibition	GPR55 beta-arrestin	NS5 inhibitors	GPR35 antagonists	Siah-1 displacement	GPR55 LPI antagonism	NTR1 agonist	NTR1 agonist cell count 20 µM	others
O=C(Cn1cnc2ccccc2c1=O)Nc1cccc(-c2nnc3n2CCCCC3)c1	1.8%	12.3%	1.5%	-0.1%	-14.5%	5.7%	-1.4%	-5.4%	2.1	48
CC(C)c1ccc(-c2cc(C(=O)N3N=C(C(F)F)CC3(O)C(F)F)c3ccccc3n2)cc1 (configuration not stated)	0.9%	6.3%	1.7%	0.0%	-5.6%	4.2%	-1.6%	18.1%	32.6	61
Cc1cc(C)c2sc(NC(=O)C3CC3)nc2c1	0.7%	-0.1%	1.3%	0.0%	2.8%	2.4%	-1.8%	7.0%	4.5	58
COC(=O)c1cc2ccsc2n1CC(=O)N(C)C1CCCCC1	3.4%	7.3%	-0.5%	0.3%	4.8%	-7.9%	-1.7%	-0.6%	-1.6	70
O=C(C1CCC(=O)N1Cc1ccccc1Cl)N1CCN(c2ccc(F)cc2)CC1 (configuration not stated)	-3.5%	-8.4%	-0.1%	-0.1%	-1.4%	6.4%	3.9%	13.2%	-1.5	43
Cc1cc(C(=O)CN2C(=O)C(=O)N(Cc3ccccc3)C2=O)c(C)n1CC1COc2ccccc2O1 (configuration not stated)	1.1%	20.5%	1.7%	-0.5%	-26.2%	2.0%	-6.9%	-4.0%	1.7	36
N#C/C(=C\c1cn(-c2ccccc2)nc1-c1ccccc1)S(=O)(=O)c1ccccc1	1.3%	3.2%	0.3%	0.6%	-4.5%	-7.0%	2.4%	0.9%	1.0	66
COc1cc2ccccc2cc1C(=O)NCc1ccncc1	-0.2%	8.4%	0.1%	-0.1%	-1.3%	-6.1%	4.3%	-5.0%	2.7	43
O=c1[nH]c(=O)n(-c2ccccc2)c2c1C(C(F)(F)F)(C(F)(F)F)N=C(CCC1CCCCC1)N2	-2.6%	4.4%	-0.1%	-0.2%	-5.8%	-0.5%	-5.8%	5.9%	30.7	68
Cc1ccc(NC(=O)c2cc(N(C)C)ccc2[P+](=O)O)cc1	-1.7%	18.8%	2.2%	0.2%	-1.7%	-7.4%	2.4%	-9.9%	-0.2	44
CCOc1ncccc1C(=O)NCc1cccc(OC)c1	-0.7%	1.2%	3.4%	-0.2%	-5.5%	13.2%	0.5%	-7.3%	1.2	46
CC1=NN(C(=O)CSCc2ccccc2)C(O)(c2ccc(F)cc2)C1 (configuration not stated)	-3.3%	4.8%	-0.4%	-0.1%	4.1%	27.4%	10.6%	4.7%	-0.5	28
CN1CCN(C(=O)c2ccc(CS(=O)(=O)c3c(Cl)cccc3Cl)o2)CC1	3.5%	14.2%	4.7%	-0.4%	5.2%	-6.9%	3.7%	0.0%	-1.6	64
Cn1cnnc1SCc1ccccc1[N+](=O)[O-]	1.2%	9.0%	.	0.3%	.	-3.8%	5.9%	14.7%	-1.3	53
O=C(CCS(=O)(=O)Cc1ccccc1)NCc1ccco1	6.5%	-2.7%	0.1%	-0.2%	-7.7%	-2.7%	3.2%	9.8%	-0.5	54
CCC(OC(=O)c1nsc(Cl)c1Cl)C(=O)NCCOC (configuration not stated)	-0.6%	5.0%	-0.1%	-0.1%	-0.8%	-0.6%	-1.3%	3.2%	-0.8	53
Cc1cc(-c2ccccc2)c(C#N)c(SCC(N)=O)n1	-2.7%	-1.7%	-0.2%	-0.3%	-6.7%	-14.9%	2.1%	9.9%	-0.7	55
CC(C)CNC(=O)c1cc([N+](=O)[O-])ccc1N1CCOCC1	-1.2%	-2.0%	3.2%	0.9%	0.7%	10.4%	-5.8%	13.5%	0.3	34
CCCS(=O)(=O)c1ncc(Cl)c(C(=O)Nc2ccc(S(=O)(=O)Nc3ncccn3)cc2)n1	-0.9%	-0.1%	-0.5%	-0.3%	18.3%	-23.8%	-3.3%	-3.1%	-1.0	72
CSC1=NC(C)(C)C=C(/C=C/c2c(Cl)cccc2Cl)N1	2.1%	0.2%	-2.6%	0.0%	-2.2%	21.4%	-3.0%	6.3%	1.4	61
CN(C)S(=O)(=O)c1ccc(NS(=O)(=O)/C=C/c2ccccc2)cc1	0.8%	8.8%	0.2%	-0.1%	-3.2%	-4.1%	-3.4%	0.6%	0.3	88
O=C(NCCCNC(=O)c1ccco1)c1ccco1	5.7%	1.1%	-0.4%	0.2%	-1.6%	31.7%	-4.9%	-11.7%	-0.1	40
CCOC(=O)C1=C(C)N=C2SCCC(=O)N2[C@@H]1c1cccs1	1.9%	-6.9%	-0.2%	-0.1%	-1.6%	55.9%	12.6%	7.6%	0.1	54
O=c1ccnc(SCCc2ccccc2)[nH]1	-1.0%	-3.3%	-0.9%	0.5%	1.5%	-6.7%	0.1%	-0.7%	0.2	60
Cc1ccc(S(=O)(=O)NC2CC2)s1	-0.6%	7.4%	0.1%	-0.1%	-6.5%	-5.4%	-1.1%	-3.0%	-0.5	58
Cc1cc(O)c(/C=N/Nc2ccccc2)c(=O)o1	-2.0%	-1.8%	4.7%	-0.3%	-2.8%	22.9%	-5.2%	9.2%	-1.4	62
O=C(O)CCCN1C(=O)/C(=C\c2ccco2)SC1=S	53.0%	46.9%	-0.3%	0.3%	47.7%	-7.3%	11.0%	7.2%	.	.
O=C(O)c1nn(-c2cccc(C(F)(F)F)c2)ccc1=O	-2.2%	-8.5%	0.1%	-0.1%	-5.9%	3.8%	2.2%	6.4%	-1.3	99
O=C(O)Cc1sc(-c2ccc(Cl)cc2)nc1-c1ccccc1	9.1%	18.6%	-0.3%	0.8%	-0.8%	-5.6%	3.1%	16.6%	-2.5	91
N#CCCN(Cc1ccccc1)C(=S)Nc1ccccc1	2.0%	-27.6%	-1.6%	0.8%	-5.1%	9.3%	-0.5%	2.0%	0.9	37
CC(=O)OC1OCCOC1NC(=S)NCc1ccco1 (configuration not stated)	7.3%	33.8%	0.7%	-0.1%	-3.0%	9.7%	-1.2%	-14.5%	1.2	57
CC1(NC(=O)COc2ccccc2-c2ccccc2)CCS(=O)(=O)C1 (configuration not stated)	-1.1%	-2.7%	1.2%	-0.2%	1.4%	-5.0%	3.4%	3.0%	-0.5	76	NS5 inhibitors pilot replicate=-0.6
c1ccc(CCNC2=NCCCS2)cc1	-1.2%	-3.2%	0.6%	-0.2%	-3.3%	-5.9%	-6.4%	1.9%	-1.3	49
CCOC(=O)c1ccc(OCCOc2cccc(C)c2)cc1	1.5%	1.5%	0.1%	-0.1%	-6.2%	8.5%	4.6%	8.9%	1.8	63
COc1ccc(CC(=O)N2CCN(c3ccccc3)CC2)cc1OC	0.3%	-2.1%	-0.8%	0.2%	3.1%	-3.7%	0.0%	3.8%	0.2	52
COc1ccccc1C(=O)Nc1ccc(-c2nnn(CC(=O)N3CCOCC3)n2)cc1	-1.9%	-14.8%	0.1%	-0.1%	2.7%	11.8%	2.1%	2.8%	0.2	90
O=C(O)CN=C1NC2(CCCCC2)Cc2ccccc21	1.6%	10.9%	3.4%	-0.2%	-5.6%	19.6%	8.8%	-1.1%	-1.5	63
Oc1cccnc1CCc1ccccc1	0.6%	4.4%	0.1%	-0.1%	.	2.3%	0.4%	1.2%	2.6	44
CCNc1cc2n(c(=O)n1)CCc1cc(OC)c(OC)cc1-2	-1.9%	-4.5%	0.1%	-0.2%	-2.1%	-2.4%	0.4%	5.9%	0.3	61
Clc1ccccc1-c1nnc(-c2cccs2)o1	-0.8%	-3.3%	3.5%	0.0%	0.0%	-3.1%	0.5%	-8.3%	0.2	104

The final two records of the part before lead into the next:
SMILES	HIV fusion peptide	AID2073	K1F lysis inhibition	GPR55 beta-arrestin	NS5 inhibitors	GPR35 antagonists	Siah-1 displacement	GPR55 LPI antagonism	NTR1 agonist	NTR1 agonist cell count 20 µM	others
CCNc1cc2n(c(=O)n1)CCc1cc(OC)c(OC)cc1-2	-1.9%	-4.5%	0.1%	-0.2%	-2.1%	-2.4%	0.4%	5.9%	0.3	61
Clc1ccccc1-c1nnc(-c2cccs2)o1	-0.8%	-3.3%	3.5%	0.0%	0.0%	-3.1%	0.5%	-8.3%	0.2	104
CCCc1cc(N2CCCC(C(=O)NCc3ccc4c(c3)OCO4)C2)n2ncnc2n1 (configuration not stated)	-0.9%	1.4%	3.3%	-0.1%	-4.8%	-5.0%	0.6%	0.5%	0.6	89
COc1ccc(CCN2C(=O)CS/C2=N/NC(=O)c2ccccc2F)cc1OC	34.9%	-4.1%	0.3%	-0.4%	-11.8%	4.6%	2.8%	0.4%	2.3	92
COC(=O)CC(=O)CSc1nc(C)cc(C)c1C#N	0.4%	1.4%	-0.9%	-0.1%	2.4%	-3.4%	2.7%	7.0%	-1.8	87
O=c1c2ccccc2nnn1CSc1nnc(-c2cccs2)n1Cc1ccccc1	1.4%	8.3%	-0.3%	-0.1%	-2.4%	4.5%	-0.4%	1.1%	-0.3	85
CCCCNCCCCOc1ccccc1	-1.1%	-8.0%	0.2%	-0.2%	0.0%	-15.4%	1.6%	6.1%	0.3	59
CCCN1CCC(=NNc2ccc(C(=O)O)cc2)CC1	-0.1%	5.0%	5.0%	-0.1%	-1.5%	0.7%	2.2%	-4.0%	1.3	64
COc1cc2c(cc1NC(=O)CSc1nnc(Cc3cccs3)n1Cc1ccco1)oc1ccccc12	-0.8%	15.1%	2.2%	-0.1%	-5.6%	2.2%	-2.1%	7.9%	10.4	93
CCc1cc2c(=O)n(-c3ccc(C)cc3)cnc2s1	-2.9%	0.3%	0.9%	-0.2%	-7.8%	5.5%	-7.2%	9.1%	-1.7	30
COc1ccccc1OCC(=O)Nc1sc2c(c1C(=O)NCC1CCCO1)CCC2 (configuration not stated)	1.2%	13.7%	0.1%	0.7%	-8.4%	1.1%	2.2%	8.5%	7.6	51
CC(/C=C/c1ccc2c(c1)OCO2)=N/NC(=O)COc1ccc(C)cc1	0.7%	10.1%	-0.4%	0.4%	-2.2%	9.5%	3.8%	-0.2%	-0.1	63
COc1cccc(Cn2cnc3c(N)c(C)c(C)cc32)c1	-2.7%	-11.1%	-1.3%	0.2%	-1.5%	-6.5%	-3.4%	-0.8%	1.1	51
CCOC(=O)c1sc(NC(=O)c2cccs2)cc1C	2.2%	9.1%	1.5%	0.0%	-1.1%	4.1%	-0.9%	16.5%	2.6	47
O=C(N/N=C/C=C/c1ccco1)c1cnccn1	19.3%	60.8%	.	-0.2%	.	15.9%	-11.9%	10.6%	0.3	57
COC(=O)c1c(F)c(F)c(NCCO)c(F)c1F	0.3%	4.7%	0.8%	0.3%	-1.4%	-7.6%	-4.4%	-3.5%	1.3	52
C=CCNC(=O)C1(S(=O)(=O)c2ccccc2)CC=CC1	0.1%	7.1%	-0.7%	0.2%	7.2%	1.8%	5.1%	0.2%	-2.1	57

Bioassay records as filed in PubChem BioAssay.

No enrichment for hits. Share with any hit: about 1.2%.
